# Screening data (PubChem)
# TNAP act DEA – activates human TNAP at intermediate phosphate acceptor concentration. P05186. purified TNAP, CDP-star luminescence, 100 mM DEA, 30 min; stronger effect = higher value; scale: 0 levamisole-inhibited, 1 vehicle-only enzyme. activation factor at 20 µM. 64,000 tested, under 10 active. AID 813;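 active = activation factor of at least 2 at 20 µM, relative to controls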
# Target sequence (P05186 whole entry, looked up): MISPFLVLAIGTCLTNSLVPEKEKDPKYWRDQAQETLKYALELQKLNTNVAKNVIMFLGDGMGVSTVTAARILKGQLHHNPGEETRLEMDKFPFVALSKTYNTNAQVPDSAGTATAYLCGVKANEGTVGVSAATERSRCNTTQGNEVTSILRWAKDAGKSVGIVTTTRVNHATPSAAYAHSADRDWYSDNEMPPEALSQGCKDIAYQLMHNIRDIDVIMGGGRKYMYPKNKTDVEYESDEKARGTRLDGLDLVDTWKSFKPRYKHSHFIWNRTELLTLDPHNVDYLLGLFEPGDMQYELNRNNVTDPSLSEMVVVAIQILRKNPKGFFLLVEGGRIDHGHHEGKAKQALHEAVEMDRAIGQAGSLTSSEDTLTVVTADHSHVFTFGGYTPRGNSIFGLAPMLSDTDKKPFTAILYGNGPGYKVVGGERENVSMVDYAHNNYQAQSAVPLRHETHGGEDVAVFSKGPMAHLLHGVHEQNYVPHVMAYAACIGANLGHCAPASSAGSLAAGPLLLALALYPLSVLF
# SF-1 act – SF-1 (human) activation. Q13285. CHO-K1 Gal4-SF-1 LBD luciferase reporter; % increase over DMSO SF-1-specific signal. activation, % at 10 µM. actives 1.9% (n = 65,000). AID 522;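 active = activation above the mean activation of all tested compounds plus 3 SD, cut at about 50% in these data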
#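 Assay system – CHO-K1 cells with Gal4–hSF-1 LBD chimera plus Gal4-driven luciferase · Quantity – 4,000 cells per well · Times – compound added 1 h post-seeding, 20 h exposure at 37 °C, 5% CO2 · Measured by – luciferase light emission · Benchmarks – DMSO and mock-transfected background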
# tolC growth inh – blocks growth of E. coli BW25113 tolC mutant; OD615; growth inhibition, % at 10 µM (by protocol); actives 2.2% (n = 65,000);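 active = growth inhibition at or above a cutoff equal to the mean over every tested compound plus 3 SD, cut at about 60% in these data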;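 also: growth measured after 20 h incubation at 37 °C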
#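 Material: E. coli BW25113 ΔtolC::kan, tolC deletion mutant strain. Measure: percent growth inhibition. Schedule: 37 °C, 20 h exposure. Doses: single-point testing at 10 µM. Signal: A615 absorbance measurement. Buffer or medium: kanamycin-containing LB broth (50 µg/mL).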
# Jurkat tox 60K – reduces viability or proliferation of Jurkat cells. actives 1.2% (n = 56,000). Jurkat E6.1 viability, ATP luminescence, 48 h. inhibition, % at 4 µM. AID 463;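 active = inhibition above the mean inhibition of all tested compounds plus 3 SD, cut at about 28% in these data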
# D1 allo mod – D1 dopamine receptor (human) allosteric modulation; P21728; HEK293 D1, CRE-luciferase, dopamine EC30 potentiation; actives deviate in either direction; B-score at 10 µM; actives 5.9% (n = 58,000);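 active = luminescence count or its row- and column-corrected plate score outside the 99.7% band of the plate's sample wells, on either side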
# Target sequence (P21728 whole entry, looked up): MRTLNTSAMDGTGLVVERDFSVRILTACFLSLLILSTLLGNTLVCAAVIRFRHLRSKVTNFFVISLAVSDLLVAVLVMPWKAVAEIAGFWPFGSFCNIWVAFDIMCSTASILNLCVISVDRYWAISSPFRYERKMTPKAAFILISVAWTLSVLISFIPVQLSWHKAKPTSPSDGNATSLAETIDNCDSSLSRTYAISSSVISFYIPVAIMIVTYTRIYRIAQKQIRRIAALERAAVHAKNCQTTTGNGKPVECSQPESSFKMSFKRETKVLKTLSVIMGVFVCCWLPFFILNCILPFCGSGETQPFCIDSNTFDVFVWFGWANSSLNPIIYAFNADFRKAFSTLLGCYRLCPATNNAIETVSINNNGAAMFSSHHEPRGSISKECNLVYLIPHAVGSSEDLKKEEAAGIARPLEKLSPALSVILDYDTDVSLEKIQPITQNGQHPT
# M1 antag – M1 muscarinic receptor (rat) antagonism. actives 3.4% (n = 64,000). B-score at 10 µM. P08482. CHO-M1 cells, Fluo-4 calcium, ACh EC80 antagonist mode; stronger effect = lower value;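 active = calcium fluorescence response, raw or row-and-column corrected B-score, differing from the plate sample mean either way at a set confidence level, mostly lower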
# HEK293 NFkB inh – lowers PMA/ionomycin-induced NF-kB signal in HEK293 cells | HEK-293 NF-kB luciferase reporter, luminescence | inhibition, % at 3 µM | actives 0.21% (n = 62,000) | AID 465;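 active = inhibition above the mean of all tested compounds plus 3 SD, cut at about 40% in these data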;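 also: 0% = stimulated DMSO wells and 100% = 10 µM reference inhibitor 5653914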
#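 System – HEK-293 cells with stable firefly luciferase reporter driven by four HIV NF-kB elements · Doses – one dose, 3 µM · Schedule – 1 h compound pre-incubation, 16 h PMA/ionomycin at 37 °C · Technique – luminescence from luciferase substrate reagent · Measure – percent inhibition normalized per plate to DMSO and reference-inhibitor controls · Replicates – tested once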
# NADH coupling – inhibitors of enzymes used to reach an NAD/NADH endpoint | IC50, µM (titrated, usually from 10 µM), without a hit: at the highest dose inhibition | AID 774 | actives 0.02% (n = 65,000) | coupled PK/LDH NADH assays, four targets;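 active = single-dose screening hits from any of four coupled enzyme assays that gave an IC50 when retested across doses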;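 also: the DPM-DC format reads NADH fluorescence rather than 340 nm absorbance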
# M1 ag – agonists of M1 muscarinic receptor | actives 3% (n = 64,000) | CHO-M1 cells, Fluo-4 calcium fluorescence, agonist mode; stronger effect = higher value | B-score at 10 µM;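 active = fluorescence rise, raw or as B-score row- and column-corrected plate score, outside the 99.7% band of its plate's samples, either direction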
# * = called active by the depositor; nt = no result given; [ ] = another dose, or the depositor's remark.
SMILES,TNAP act DEA,SF-1 act,tolC growth inh,Jurkat tox 60K,D1 allo mod,M1 antag,HEK293 NFkB inh,NADH coupling,M1 ag
Cn1nnnc1SCc1cc(=O)[nH]c2ccccc12,0.9,-1.3,-17.3,-2.3,0.325,0.154,11.4,6.0%,1.22
CCOC(=O)c1oc2ccccc2c1CN1CCN(C(=O)c2ccccc2)CC1,1,-2.5,15.7,4.5,6.95*,0.583,17.0,7.0%,0.5
O=C(Nc1nnc(-c2ccccc2)o1)c1ccc(Cl)cc1,0.9,14.7,98.5*,-0.4,-2.67,0.19,17.1,4.0%,0.136
O=C(Nc1cccc(Cl)c1)N(Cc1nc2ccccc2c(=O)[nH]1)C1CCCC1,0.9,5.4,57.4,1.9,0.621,0.819,6.5,6.0%,0.864
O=c1c2ccccc2nc2c3ccccc3c3nncn3n12,0.9,2.1,38.8,-5.5,2.58,0.0193,5.8,8.0%,0.874
Cn1nnnc1SCC(=O)N1CCN(C(c2ccccc2)c2ccccc2)CC1,0.9,-0.3,-0.5,nt,-1.13,-2.4,11.5,2.0%,-0.0886
COc1ccc(NC(=O)CSc2nnc(-c3cccnc3)n2Cc2ccco2)c(OC)c1,1,-4.7,9.7,-5.4,0.407,0.279,19.4,5.0%,-1.02
CCOC(=O)N1CCN(S(=O)(=O)c2cccc3nonc23)CC1,0.9,-10.5,-5.6,nt,0.352,0.251,21.6,3.0%,0.739
CCCCOc1ccc(Cl)cc1CSc1nnc(C)n1N,0.8,14.9,26.5,-0.8,0.515,-1.41,2.9,6.0%,0.01
CCCS(=O)(=O)N1CCCC(C(=O)N2CCN(c3ccccn3)CC2)C1 (configuration not stated),1,2.5,-28.6,-2.3,1.85,-2.57*,5.3,5.0%,0.0381
Cc1nnc(SCC(=O)Nc2nc3c(s2)CC(C)CC3)s1 (configuration not stated),0.9,31.6,12.2,23.4,-0.321,-0.849,11.2,8.0%,-0.0547
Cc1cc(C)c(S(=O)(=O)N2CCN(C)CC2)c(C)c1,0.9,0.5,9.4,-2.4,-0.211,-0.316,2.4,6.0%,-0.0488
CCSc1nnc2c(Cl)cc(Cl)cn12,1,-8.8,-22.1,4.3,0.43,0.432,13.9,7.0%,0.753
COc1cccc(N2CCN(C3OC(=O)c4ccccc43)CC2)c1 (configuration not stated),0.9,-6.8,nt,8.9,-1.59,-0.409,-3.3,7.0%,-0.0497
C=CCn1c(=O)/c(=C/c2ccc(F)cc2)s/c1=C(\C#N)c1nnc2n1CCCCC2,0.9,6.1,5.0,-2.9,0.548,-1.51,3.3,12.0%,0.89
COC(=O)c1cccnc1-n1c(=O)c2cccnc2n(Cc2cccc(OC)c2)c1=O,1,6.3,3.1,0.3,1,1.23,-1.7,5.0%,-0.122
N#CC1=C(N)Oc2cc(O)ccc2C1c1cccs1 (configuration not stated),0.9,0.5,16.8,9.3,-0.744,-0.0955,28.2,6.0%,-0.951
CC(C)N=C1SCC(C)(/C=N/O)S1 (configuration not stated),0.9,-0.3,-29.1,4.5,0.726,1.12,-2.0,6.0%,0.0576
CC1CCN(C(=O)CSc2nnc(Cc3ccccc3)o2)CC1,0.9,5.7,-2.1,-2.5,1.98,0.729,6.8,2.0%,-0.165
COc1ccc(N2C(=O)C3CCCN3C2c2cccc(C)c2)cc1Cl (configuration not stated),0.9,-16.3,-19.9,0.8,-0.73,0.172,8.6,5.0%,-0.124

# An excerpt of the results above:
SMILES,TNAP act DEA,SF-1 act,tolC growth inh,Jurkat tox 60K,D1 allo mod,M1 antag,HEK293 NFkB inh,NADH coupling,M1 ag
Cc1nnc(SCC(=O)Nc2nc3c(s2)CC(C)CC3)s1 (configuration not stated),0.9,31.6,12.2,23.4,-0.321,-0.849,11.2,8.0%,-0.0547
Cc1cc(C)c(S(=O)(=O)N2CCN(C)CC2)c(C)c1,0.9,0.5,9.4,-2.4,-0.211,-0.316,2.4,6.0%,-0.0488

# Shown with values under each structure: entries from further up
# Screens in order – TNAP act DEA, SF-1 act, tolC growth inh, Jurkat tox 60K, D1 allo mod, M1 antag, HEK293 NFkB inh, NADH coupling, M1 ag
> Cc1nnc(SCC(=O)Nc2nc3c(s2)CC(C)CC3)s1 (configuration not stated)
→ 0.9, 31.6, 12.2, 23.4, -0.321, -0.849, 11.2, 8.0%, -0.0547
> Cc1cc(C)c(S(=O)(=O)N2CCN(C)CC2)c(C)c1
→ 0.9, 0.5, 9.4, -2.4, -0.211, -0.316, 2.4, 6.0%, -0.0488
> CCSc1nnc2c(Cl)cc(Cl)cn12
→ 1, -8.8, -22.1, 4.3, 0.43, 0.432, 13.9, 7.0%, 0.753

# Later entries.
SMILES,TNAP act DEA,SF-1 act,tolC growth inh,Jurkat tox 60K,D1 allo mod,M1 antag,HEK293 NFkB inh,NADH coupling,M1 ag
CCSc1nnc(NC(=O)c2csc3c2CCC(C)C3)s1 (configuration not stated),1,0.6,-6.5,-6.1,nt,-0.331,0.3,9.0%,-0.284
CC1Cc2ccccc2N1c1ncnc2c1nnn2Cc1ccccc1 (configuration not stated),0.8,5.4,51.1,-6.4,0.197,0.0024,13.7,5.0%,0.762
CCc1c(C)c2cc(Cl)c(O)c(CN3CCCCC3)c2oc1=O,0.9,7.0,5.1,nt,nt,0.366,nt,4.0%[fluoresces],0.0137
COc1cccc(NC(=O)N2CCCC2C(=O)NCC(C)C)c1 (configuration not stated),0.9,-0.2,-18.5,0.4,nt,0.72,24.9,9.0%,1.01
COc1ccc(OC)c(S(=O)(=O)NCCC2=CCCCC2)c1,0.8,0.6,22.0,1.6,0.099,-2.67*,17.2,3.0%,1.2
CCN(CC)CCCn1c(C)cc2c(c1=O)C(c1ccc(OC)c(OC)c1OC)C(C#N)=C(N)O2 (configuration not stated),1,-2.1,5.2,nt,0.0258,0.872,nt,4.0%,-0.186
CCOc1cc(S(=O)(=O)n2c(C)nc3ccccc32)ccc1F,0.9,10.2,-0.3,6.8,-0.417,-1.51,5.3,5.0%,1.07
CN(CCNC(=O)C1CC(=O)N(c2ccc(F)c(Cl)c2)C1)Cc1ccccc1 (configuration not stated),1,9.5,-2.6,-6.2,-0.362,-1.12,10.3,5.0%,-0.552
COc1ccc(C2C(C(=O)c3sc(C)nc3C)=C(O)C(=O)N2CCN(C)C)cc1OC (configuration not stated),0.9,5.5,-8.9,-7.9,0.174,-0.416,3.2,5.0%,-0.174
O=C(CN1CCN(c2ccc(F)cc2)CC1)Nc1cc(C(F)(F)F)ccc1Cl,1,-7.1,49.9,6.7,-1.1,0.189,4.0,4.0%,-0.00646
C/C=C/Cn1c(N2CCCCCC2)nc2c1c(=O)[nH]c(=O)n2C,0.9,-12.1,0.8,3.0,15.4*,0.0655,14.3,4.0%,0.00774
O=C(Cn1c(=O)[nH]c2ccsc2c1=O)NC1CCCCC1,0.9,19.3,-7.0,nt,nt,0.789,3.0,3.0%,0.845
COc1ccc(N2C(=O)C3CCCN3C2c2ccc(C)o2)cc1Cl (configuration not stated),0.9,3.2,-5.8,-10.6,0.687,-0.297,8.7,4.0%,-0.132
O=C(Nc1ccc(N2CCN(C(=O)c3ccco3)CC2)c(Cl)c1)c1c(F)c(F)c(F)c(F)c1F,0.9,10.6,77.3*,-0.2,-0.443,-0.336,24.0,4.0%,2.44
CC(=O)c1ccc(OCCCC(=O)OCc2nnc(-c3ccc(Cl)cc3)o2)cc1,0.9,9.0,11.4,-2.7,-0.205,1.13,10.6,4.0%,-1.75
Cc1cc(NC(=O)CSc2nc(CCC3CCCC3)nc3ccccc23)no1,0.8,-19.3,15.0,-4.6,-1.68,-0.636,7.6,5.0%,-0.13
Cc1nc(NCCO)c2nnn(Cc3ccccc3F)c2n1,0.9,9.9,-4.4,-6.0,2.08,0.617,9.8,5.0%,0.0433
CCc1ccc(Nc2oc(C)cc(=O)c2C(C)=O)cc1,0.9,-6.4,-22.3,-1.7,0.312,-0.267,11.6,4.0%,0.5
CN(C)CCCNC(=O)C1CCNCC1,1,23.2,-9.4,-3.9,-3.03*,-0.0804,17.6,0.0%,-0.018
COc1ccc(N2CCN(C(=O)c3ccc(NS(=O)(=O)c4ccccc4)cc3)CC2)cc1,0.9,15.3,3.6,-2.5,-0.547,0,-2.7,8.0%,-0.171
NC(=O)c1cc(Br)cc2c3c([nH]c12)CCCC3,0.9,7.2,56.1,9.4,3.89*,-2.08,10.7,7.0%,-0.0161
Cn1ncc(Cl)c1C(=O)Nc1cccnc1,0.9,1.8,-19.5,1.6,-0.597,-2.25,8.8,4.0%,-0.672
Cc1nnc(NC(=O)CSc2nnc(CNC(=O)c3ccccc3)n2-c2ccccc2)s1,0.9,1.5,-16.6,-7.0,-0.498,0.467,-1.7,1.0%,-0.984
COC(=O)c1sccc1NC(=O)CSc1nnnn1-c1ccccc1F,0.9,-1.3,38.8,-0.1,-0.39,-0.0238,8.5,7.0%,0.567
O=C(NCc1ccco1)C1CCCN1C(=O)NCc1ccccc1 (configuration not stated),0.9,-9.5,-21.1,-13.3,-0.138,0.543,9.4,5.0%,-0.712
COc1ccc(CCn2c(=N)c(C#N)cc3c(=O)n4ccccc4nc32)cc1,0.8,-16.5,6.5,nt,-0.0234,-0.503,nt,4.0%,-1.63
CCOC(=O)C1CCN(C(C)=C2C(=O)c3ccccc3C2=O)CC1,0.8,13.9,16.4,nt,-0.729,-0.132,nt,4.0%,-1.46
COc1ccc(CCNC(=O)c2oc3ccc(S(=O)(=O)N4CCOCC4)cc3c2C)cc1OC,0.9,18.2,17.7,nt,nt,-0.238,19.9,3.0%,0.809
Cc1nc2ncnn2c(C)c1CCC(=O)NC(C)c1ccc2c(c1)OCCO2 (configuration not stated),0.9,-5.1,-8.7,3.1,0.22,-0.255,2.2,5.0%,0.768
CSc1nnc(C2CCCN2)n1C (configuration not stated),0.9,13.4,-20.5,nt,nt,0.78,14.0,3.0%,-0.724
COc1ccc(-c2nnc(SCC(=O)Nc3cc(F)ccc3C)o2)cc1,0.9,-9.4,27.1,-2.7,0.409,-0.00627,3.9,3.0%,-1.46
O=C(NCC1COc2ccccc2O1)c1c[nH]c2ccc(S(=O)(=O)N3CCOCC3)cc2c1=O (configuration not stated),1,0.7,1.9,-4.4,0.101,0.355,5.4,2.0%,-0.275
Cc1cccc2c1NC(C)CC2C (configuration not stated),0.8,7.2,8.3,nt,nt,-1.92,nt,2.0%,-0.321
C1=C(c2ccccc2)CCN(c2ncnc3nc[nH]c23)C1,1.1,1.3,9.8,4.6,nt,-0.00929,22.9,10.0%,-0.144
CNC(=O)CC(C(=O)O)c1ccc(OC(C)C)cc1 (configuration not stated),0.8,2.2,8.4,nt,-0.0183,0.0145,nt,1.0%,1.84
CCOC(=O)CNC(=O)C1(c2ccccc2)CCCC1,1.1,-6.3,nt,nt,nt,-0.628,13.8,nt,0.137
O=C(CN1C(=O)C2C3C=CC(C3)C2C1=O)NC1CCCc2ccccc21 (configuration not stated),0.9,-9.9,-9.5,4.5,0.72,0.705,28.7,7.0%,1.03
CCOC(=O)C1=C(CN2CCC(C)CC2)NC(=O)NC1c1ccc(Cl)cc1 (configuration not stated),0.8,-14.2,13.8,12.2,1.39,-0.645,9.1,3.0%,0.339
Cc1ccc(-c2c(C#N)c(N)nc3c2CCCCC3)o1,1,6.9,24.8,4.8,nt,-0.161,13.3,8.0%,-0.738
